SV40 large T antigen – TAg ATPase/helicase activity blockers – biochemical (AID 1903); SV40 large T antigen ATPase/helicase inhibition assay; higher % means a stronger effect; inhibition, % at 20 µM, or IC50 in µM where a hit was titrated; 310,000 compounds, 0.39% hits; in the data active = a potency from the dose series; inconclusive = inhibition mostly from about 32% at the one dose, without a potency; inactive = the rest, 99 in 100 with inhibition below about 32%; note: strong numbers were not always called active
RSV CPE inhibition – inhibition of RSV-induced cytopathic effect – HEp-2 cells, primary 10 µM value included (AID 2391) | HEp-2 cells, RSV-induced CPE inhibition; higher % means a stronger effect | one-dose CPE inhibition, % at 10 µM; IC50 in µM for titrated hits | 310,000 compounds, 0.13% hits; in the data active = a potency from the dose series; inconclusive = CPE inhibition mostly from about 23% at the one dose, without a potency; inactive = the rest, 99 in 100 with CPE inhibition below about 21%; note: strong numbers were not always called active
* = called active by the depositor; ? = inconclusive. This is a subset (hit frequency here may not be typical).

Below each compound – SV40 large T antigen | RSV CPE inhibition
- CC(=O)C12CC(C)=C(C)CC1CC1C3CCC4=CC(=O)CCC4(C)C3CCC12C (centres undefined)
  7% | 13%
- COc1ccc(C(=O)C(=O)c2ccc(OCCO)cc2)cc1
  8% | 0.0%
- CCC(C)Sc1ccc([C@@H]2[C@H]3C(=O)N(CC)C(=O)[C@H]3[C@]3(C(=O)OC)CCCCN23)cc1 (some centres undefined)
  13% | 0.3%
- COc1ccccc1C(=O)Nc1ccc(S(=O)(=O)N(C)c2ccccc2)cc1
  15% | 53%
- N#Cc1ccc(C(=O)Nc2cc(C3CC3)nn2-c2ccccc2)cc1
  13% | 2.4%
- Cc1ccc[n+](CC(=O)c2ccc(NC(=O)c3ccccc3)cc2)c1C
  9% | -0.2%
- C#CCOCCOCCOCCNc1nc(N2CCN(C(=O)CCCCCCCCCCNC(=O)Cn3cc(C[C@@H](C)O)nn3)CC2)nc(N2CCN(C(=O)CCCCCCCCCCNC(=O)[C@@H]([C@H](C)CC)n3cc(CCCCCN)nn3)CC2)n1
  10% | -4.5%
- [O-][n+]1ccccc1/C=C/c1ccccc1
  7% | 1.0%
- COc1ccccc1-c1nnc(-c2ccc(C)cc2)o1
  18% | 2.4%
- Cc1ccc(OC(=O)CCC(=O)Nc2ccc(C)c(C)c2)cc1
  25% | 1.6%
- COC(=O)[C@@]12CCCCN1[C@H](c1ccc(-c3ccc(C(C)=O)cc3)c(OC)c1)[C@@H]1C(=O)N(C)C(=O)[C@@H]12
  -2% | -1.7%
- COC(=O)[C@@]12CCCN1[C@H](c1ccc(-c3cccc(Cl)c3)cc1)[C@H]1C(=O)N(C)C(=O)[C@H]12
  -2% | 0.3%
- COC(=O)c1ccc(N2CCN(CC(=O)c3ccc(C)cc3)CC2)c([N+](=O)[O-])c1
  11% | 1.0%
- O=[N+]([O-])c1ccc(N/N=C/c2cccs2)nc1
  17% | 2.3%
- COC(=O)CCC(=O)c1ccc(OC)c(Cl)c1
  10% | 1.1%
- CN(c1ccccc1C(=O)Nc1ccc2ccccc2c1)S(C)(=O)=O
  12% | 2.7%
- CCc1ccc2cccc3c2c1N=CN3C
  68% | 18%
- O=C(O)CN1C(=O)C2(OCCO2)c2cc(Br)ccc21
  4% | 4.5%
- CN(C)CCC(Oc1ccccc1OCc1ccccc1)c1ccccc1 (centres undefined)
  9% | -0.1%
- COc1cccc(NC(=O)C(C)C)c1
  4% | 0.3%
- CCOC(=O)N1CCN(C(=O)CCc2ccc(S(=O)(=O)NCC(C)C)cc2)CC1
  2% | 2.4%
- CC1CC1C(=O)Nc1nc2ccc(Cl)cc2s1 (centres undefined)
  8% | 18%
- CC(C)(C)c1ccc(OCCCCCCN2CCNCC2)cc1
  13% | 4.1%
- COC(=O)CNC(=O)CSc1nc2sc(-c3ccccc3)cc2c(=O)n1-c1ccccc1
  5% | 1.9%
- O=C(CCC(=O)Nc1cccnc1)Nc1cccnc1
  8% | -2.7%
- Cc1ccccc1Cn1cc(S(=O)(=O)c2ccc(C(C)C)cc2)c(=O)c2cc3c(cc21)OCO3
  20% | 6.1%
- Cc1c(Cl)cccc1NC(=O)CC(NCCN1CCOCC1)C(=O)O (centres undefined)
  24% | 3.3%
- O=C(Nc1ccc(F)c(F)c1)C1CCCCC1
  -5% | 0.1%
- CCCCN1CCN=C1N(C)C
  11% | 1.5%
- c1ccc(C[C@H]2CN=C(Nc3ccccc3)N2CCC2CCCC2)cc1
  11% | -1.4%
- Cc1ccc(-c2cn(CCN)c(-c3ccc(Cl)nc3)n2)cc1
  0% | -0.3%
- COc1cnc(-c2ccccc2)c(-c2ccccc2)n1
  10% | 2.0%
- CC(O)[C@H]1CC[C@H]2[C@@H]3CC[C@H]4C[C@@H](O)CC[C@]4(C)[C@H]3C(=O)C[C@]12C (some centres undefined)
  4% | -0.4%
- O=C1Nc2ccc(Br)cc2C12OCCO2
  5% | 3.3%
- COc1cccc(C2Nc3ccccc3C(=O)N2Cc2ccccc2)c1 (centres undefined)
  2% | -1.7%
- O=C(NCc1ccc(Cl)cc1Cl)Nc1ccccc1
  4% | 6.7%
- COc1cccc(NC(=O)c2ccc(N3C(=O)C4CC=CCC4C3=O)cc2)c1 (centres undefined)
  17% | 2.0%
- CC(C)(C)OC(=O)NOCC(=O)N(CC(=O)c1ccccc1)Cc1ccccc1
  3% | 0.9%
- C[C@@]12C(=O)Nc3ccc(Br)cc3C(=O)N1[C@H]1c3cc(Cl)ccc3OC[C@@H]1[C@@H]2c1ccccc1
  10% | 11%
- CCOC(=O)[C@H]1[C@H]2COc3cc(OC)ccc3[C@@H]2N2C(=O)c3cc(OC)ccc3NC(=O)[C@@]12C
  12% | -1.1%

An excerpt of these results, with values ahead of the structure.
SV40 large T antigen | RSV CPE inhibition | smiles
5% | 1.9% | COC(=O)CNC(=O)CSc1nc2sc(-c3ccccc3)cc2c(=O)n1-c1ccccc1
17% | 2.0% | COc1cccc(NC(=O)c2ccc(N3C(=O)C4CC=CCC4C3=O)cc2)c1 (centres undefined)
10% | -4.5% | C#CCOCCOCCOCCNc1nc(N2CCN(C(=O)CCCCCCCCCCNC(=O)Cn3cc(C[C@@H](C)O)nn3)CC2)nc(N2CCN(C(=O)CCCCCCCCCCNC(=O)[C@@H]([C@H](C)CC)n3cc(CCCCCN)nn3)CC2)n1
13% | 2.4% | N#Cc1ccc(C(=O)Nc2cc(C3CC3)nn2-c2ccccc2)cc1
11% | 1.0% | COC(=O)c1ccc(N2CCN(CC(=O)c3ccc(C)cc3)CC2)c([N+](=O)[O-])c1
-5% | 0.1% | O=C(Nc1ccc(F)c(F)c1)C1CCCCC1
10% | 1.1% | COC(=O)CCC(=O)c1ccc(OC)c(Cl)c1

New compounds follow:
Below each compound – SV40 large T antigen | RSV CPE inhibition
- O=C(O)c1ccccc1N(c1ccccc1)c1ccccc1
  29% | -0.3%
- COc1ccc(C(=O)CC(=O)c2ccc(F)cc2)cc1
  -1% | 5.0%
- O=C(/C=C/c1ccccc1)NCCc1c[nH]c2ccccc12
  14% | 0.4%
- O=C(NCC1CC1)c1onc(CSc2ccc(F)c(F)c2)c1C(=O)NCC1CC1
  14% | -0.1%
- Cc1cccc(C(=O)NC(=S)NCc2ccccc2)c1
  10% | 3.1%
- CC(C)C[C@@]12C(=O)N(c3cccc(Cl)c3)C(=O)N1[C@H](c1ccc(Br)cc1)[C@@H]1C(=O)N(C(C)(C)C)C(=O)[C@@H]12
  6% | 3.0%
- COc1ccc(-c2cc(C(=O)N/N=C/c3cc(OC)c(OC)cc3OC)c3ccccc3n2)cc1
  5% | 3.9%
- CC(C)(C)OC(=O)N1CCC(CC2CC(c3ccccc3)=NO2)(C(=O)NCc2ccccc2)CC1 (centres undefined)
  18% | 2.5%
- CN1CCN(C2Cc3cc(Cl)ccc3Sc3cc(F)ccc32)CC1 (centres undefined)
  17% | 5.3%
- O=C(COc1ccc(Br)cc1)NN1C(=O)c2ccccc2C1=O
  12% | 0.4%
- CCC(CC)CN1CCN=C1Nc1ccccc1
  2% | 0.9%
- CCOc1cc(-c2sc(Nc3cc(C)ccc3OC)n[n+]2-c2ccccc2)ccc1OC
  17% | 2.1%
- CCOC(=O)c1cccc(OS(=O)(=O)Cc2ccccc2)c1
  17% | 2.0%
- C#CNC(=O)C1(CC=C)CCNCC1
  15% | -1.1%
- CCOC(=O)c1ccccc1NC(=O)c1cn(CC)c2nc(C)ccc2c1=O
  3% | -2.3%
- O=C(NCCNC(=O)c1ccccc1[N+](=O)[O-])c1ccccc1[N+](=O)[O-]
  -1% | -1.0%
- CC(C)NC(=S)NNc1ncnc2sc3c(c12)CC(C)(C)OC3
  22% | 1.2%
- Cc1nc2ccccc2cc1C(=O)NCc1ccccc1
  21% | 14%
- Cc1ccc(C(=O)NC(C)C2CC3CCC2C3)cc1 (centres undefined)
  11% | 1.3%
- O=C(Cc1ccc(Cl)cc1)NCCc1ccc(F)cc1
  -1% | -0.7%

Complete entries from above:
O=C(COc1ccc(Br)cc1)NN1C(=O)c2ccccc2C1=O is listed with SV40 large T antigen: 12%; RSV CPE inhibition: 0.4%
COc1ccc(C(=O)CC(=O)c2ccc(F)cc2)cc1 is listed with SV40 large T antigen: -1%; RSV CPE inhibition: 5.0%

Other compounds
Below each compound – SV40 large T antigen | RSV CPE inhibition
- Cc1nc(NC(=O)c2cccnc2Cl)sc1C
  10% | 0.8%
- CC1(C)CC(=O)C2=C(C1)Nc1ccccc1NC2c1ccc([N+](=O)[O-])cc1 (centres undefined)
  18% | 0.4%
- COc1ccccc1CNC(=O)C1CC2Cn3c(nc4cc5ccccc5cc43)C2N1C (centres undefined)
  4% | 6.2%
- O=C(Nc1ccccc1)c1ccccc1NC(=O)c1ccccc1[N+](=O)[O-]
  2% | 0.9%
- C[C@@]12C(=O)Nc3ccccc3C(=O)N1[C@H]1c3cc(Br)ccc3OC[C@@H]1[C@@H]2c1ccccc1
  8% | -2.5%
- CC(=O)Nc1ccc(NC(=S)NC(=O)c2ccc(-c3ccccc3)cc2)cc1
  8% | -1.8%
- COc1ccc(C2=C(C=O)Cc3ccccc3O2)cc1
  18% | ?
- COCc1cc(C)nc(SCc2ccc(Br)cc2)c1C#N
  6% | 15%
- Cc1cccc(-n2c(C)nc3ccsc3c2=O)c1
  6% | 3.4%
- CC(=O)Oc1c(Cl)cc(N(C(C)=O)S(=O)(=O)c2ccccc2)c2ccccc12
  23% | 3.5%
- CCOC(=O)[C@H]1[C@H]2COc3ccc(C)cc3[C@@H]2N2C(=O)c3cc(OC)c(OC)cc3NC(=O)[C@@]12C
  4% | -1.7%
- Cc1ccc(CNC(=O)c2ccc(N3CCC4(CC3)CC(c3cccc(Br)c3)=NO4)c(N)c2)cc1
  6% | 3.0%
- CN(C(=O)/C=C/c1ccc(F)cc1)C1CCCCC1
  6% | -0.1%
- CN1C(c2ccccc2)=NO[C@]1(C)c1ccccc1
  12% | 2.1%
- COC(=O)c1ccc(C2=NOC(C)(c3nnc(Cc4ccccc4)o3)C2)cc1 (centres undefined)
  -6% | 2.0%
- COc1ccc(OC)c(/C=N\Nc2nccs2)c1
  17% | 2.1%
- Cc1nc2nc(-c3cccs3)[nH]c2cc1Br
  15% | 3.1%
- CS(=O)(=O)c1nc([N+](=O)[O-])nn1CCCc1ccccc1
  33% | -1.7%
- Cc1csc(NC(=O)Cc2ccc(Cl)cc2)n1
  10% | 1.2%
- CN1C(C(=O)NCc2ccco2)CC2Cn3c(nc4ccccc43)C21 (centres undefined)
  6% | 0.0%
- Cc1noc(C)c1CSc1nnc2n(-c3ccccc3)c(=O)c3ccccc3n12
  2% | 1.3%
- COc1ccccc1C(=O)Nc1ccc2ccccc2c1
  8% | 10%
- COC(=O)[C@@]12CCCCN1[C@H](c1ccc(-c3ccc(OC)cc3)cc1)[C@H]1C(=O)N(C)C(=O)[C@H]12
  16% | 4.9%
- CCCc1c(O)nc(SC2CC(=O)N(c3ccc(C)c(Cl)c3)C2=O)[nH]c1=O (centres undefined)
  16% | 0.8%
- O=[N+]([O-])c1cc(C(F)(F)F)ccc1NCCc1ccccn1
  -2% | 4.9%
- CN(C)/C=C1\C(=O)Oc2ccccc2C1=O
  7% | 1.0%
- C[C@H](NC(=O)c1nc[nH]c1C(=O)NC1CCNCC1)C(=O)OC(C)(C)C
  3% | 1.3%
- COc1ccc(S(=O)(=O)N(C)C)cc1NCC(=O)Nc1cccc2ccccc12
  11% | 0.1%
- COc1ccc2c3n([n+]([O-])c2c1)CCN=C3c1ccc(Cl)cc1
  10% | 1.0%
- NC(=O)c1ccc(Cn2c(C(=O)c3ccc(Cl)cc3)c3ccccc3[n+]2[O-])cc1
  7% | -1.1%
- O=C(/C=C/c1ccc(Cl)c(Cl)c1)Nc1cccnc1
  6% | 4.0%
- Cc1cccc(C)c1C(=NCCN(C)C)c1ccccc1
  9% | 0.2%
- COc1ccccc1N1C(=O)C(=O)N(C)C1=O
  6% | 0.6%
- Cc1ccc(-c2cc(=O)[nH]c(NCc3ccccc3)n2)cc1
  8% | 1.5%
- COc1ccc(S(=O)(=O)N/N=C(/C)c2ccc(C)o2)cc1
  28% | 2.2%
- Cc1ccc(S(=O)(=O)N2[C@@H](c3ccc(F)cc3)C(C(=O)O)=CC[C@H]2c2ccc3c(c2)OCO3)cc1
  26% | 2.1%
- C[C@H](NC(=O)c1nc[nH]c1C(=O)N[C@@H](CCCCN)C(=O)OC(C)(C)C)C(=O)OC(C)(C)C
  15% | -0.4%
- CC(CCc1ccccc1)NC(=O)CCC1CCCC1 (centres undefined)
  11% | 1.6%
- C=CCNC(=O)c1c(CS(=O)(=O)c2ccccc2)noc1C(=O)NCc1ccccc1
  8% | 1.1%
- O=[N+]([O-])c1ccccc1N=Nc1ccc(O)cc1
  16% | 1.6%
- C=C1C[C@H]2[C@@H]3CCc4cc(OC)ccc4[C@H]3CC[C@]12C
  21% | 3.4%
- COc1ccc(C(=O)O/N=C2\C(=O)N(C)c3ccccc32)cc1
  2% | 48%
- O=c1ccc(Cl)nn1-c1ccccc1
  9% | 0.8%
- c1ccc(-c2nc3cccnc3nc2-c2ccccc2)cc1
  3% | 0.9%
- COc1ccc(C(=O)Nc2c(O)ccc3ccccc23)cc1
  20% | 1.2%
- Nc1ccc(-c2cnc3ccccc3n2)cc1
  11% | 4.4%
- CCC1CCCCN1C(=O)CCn1c(=O)oc2ccccc21 (centres undefined)
  7% | 2.5%
- Cc1cccc(/C=N/NC(=O)CC(=O)NCCc2ccccc2)c1
  22% | 3.2%
- CCOc1ccc([C@@H]2CC=C(C(=O)O)[C@H](c3cccc(Cl)c3)N2S(=O)(=O)c2ccc(C)cc2)cc1
  20% | 6.4%
- O=C(COc1ccccc1)NCC(=O)N/N=C/c1cccs1
  8% | 0.4%
- Cc1cc2nc3n(c2cc1C)CC1CC(C(=O)NCc2cccc(Br)c2)N(C)C31 (centres undefined)
  11% | 1.2%

Assay outcomes (PubChem)
